DAX1 inh-1 = NR0B1 (DAX1) inhibition; HEK293 Gal4-DAX1 luciferase reporter, luminescence; inhibition, % at 6.75 µM; P51843; AID 504766; actives 0.99% (n = 340,000);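 active = inhibition above the mean over all tested compounds plus 3 SD, cut at about 4.2% in these data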;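 also: 0% = DAX1-transfected cells with DMSO and 100% = empty-vector control cells with DMSO; inhibition shows as a rise in luminescence from relieved DAX1 repression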
Target sequence (P51843 207-470 limits assumed): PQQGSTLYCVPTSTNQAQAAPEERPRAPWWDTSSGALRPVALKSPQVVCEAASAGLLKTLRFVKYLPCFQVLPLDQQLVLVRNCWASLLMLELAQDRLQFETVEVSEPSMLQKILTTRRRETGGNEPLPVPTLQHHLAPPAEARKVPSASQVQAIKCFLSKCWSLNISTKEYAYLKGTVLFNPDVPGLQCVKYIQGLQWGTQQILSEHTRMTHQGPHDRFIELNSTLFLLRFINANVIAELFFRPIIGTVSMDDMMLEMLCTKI
DAX1 inh-2 = blocks DAX1 repression of SF-1 activated StAR promoter. HEK293T StAR-luciferase reporter, SF-1/DAX-1 repression relief. inhibition, % at 6.8 µM. actives 1.1% (n = 370,000). AID 652010;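 active = inhibition above the mean over all tested compounds plus 3 SD, cut at about 3.6% in these data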;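 also: 0% = DAX-1 cells with DMSO and 100% = cells lacking DAX-1 with DMSO; higher inhibition means more luminescence from relief of DAX-1 repression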
hgDAF12 agonist = agonists of H. glycines DAF-12 nuclear receptor. HEK293 GAL4-hgDAF12 UAS-luciferase reporter, agonist luminescence; normalized to butyrate control. activation, % at 6.8 µM. actives 1.8% (n = 370,000);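 active = activation above a cutoff set at the mean of all screened compounds plus 3 SD, cut at about 10% in these data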;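 also: 0% = DMSO wells and 100% = sodium butyrate wells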
ssDAF12 agonist = S. stercoralis DAF-12 activation, primary screen; activation, % at 6.8 µM; AID 652126; HEK293 ssDAF-12/GRIP1 lit1-tk-luc reporter, luminescence; % of 3 µM dafachronic acid response; actives 1% (n = 370,000);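 active = activation above the mean over all tested compounds plus 3 SD, cut at about 0.9% in these data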;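 also: 0% = DMSO-only wells and 100% = 3 µM delta7-dafachronic acid wells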
MBD2 inh = MBD2-methylated oligo binding inhibition | inhibition, % at 4.4 µM | actives 0.31% (n = 370,000) | TR-FRET, MBD2 binding to methylated oligonucleotide; in the data active = inhibition above about 13%
ADAM17 inh = inhibitors of human ADAM17; P78536; recombinant ADAM17, EDANS/DABCYL FRET peptide cleavage; inhibition, % at 6.95 µM; actives 0.83% (n = 370,000);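 active = inhibition above the mean of compounds lying between control limits plus 3 SD, set per campaign, cut at about 8.5% in these data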;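 also: 0% = DMSO-only wells as the low control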
hcDAF12 agonist = activators of H. contortus DAF-12 nuclear receptor; HEK293 hcDAF-12 lit1-tk-luc reporter, luminescence; 0% DMSO, 100% Δ7-dafachronic acid; activation, % at 6.8 µM; actives 1.4% (n = 370,000);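 active = activation above the mean of all tested compounds plus 3 SD, cut at about 5.5% in these data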;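 also: 100% = response to 3 µM Δ7-dafachronic acid high control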
PLCg1 inh = PLC-gamma1 (human) inhibition, primary screen; inhibition, % at 12.2 µM; AID 720700; P19174; purified PLC-gamma1, fluorogenic substrate, fluorescence; actives 0.84% (n = 370,000); in the data active = inhibition above about 9.5%
SMARCA2 act = SMARCA2 function activation, primary screen; MG213 cells, MMTV-luciferase reporter, dexamethasone, overnight; actives 1% (n = 370,000); activation, % at 9.1 µM; in the data active = activation above about 7.8%;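 also: 0% = vehicle wells and 100% = reference activator wells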
PLCb3 inh = blocks human PLC-beta3 enzyme activity. Purified PLC-beta3, fluorogenic substrate, fluorescence. inhibition, % at 12.2 µM. actives 0.18% (n = 370,000). AID 720704; in the data active = inhibition above about 11%;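 also: 0% = median of compound wells on plate and 100% = full blocker control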
NR1D1 modulator = modulators of human Rev-erb alpha DNA binding; P20393; Rev-erbα–FITC-DNA binding, fluorescence polarization, 90 min; activity, % at 10 µM; actives 0.79% (n = 370,000); AID 1259318;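 active = activity above about 14%, limit read from the data; passing the limit was not always enough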;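 also: 0% = DMSO wells with 35 nM protein and 100% = DMSO wells with 750 nM protein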
Target sequence (P20393 whole entry, looked up): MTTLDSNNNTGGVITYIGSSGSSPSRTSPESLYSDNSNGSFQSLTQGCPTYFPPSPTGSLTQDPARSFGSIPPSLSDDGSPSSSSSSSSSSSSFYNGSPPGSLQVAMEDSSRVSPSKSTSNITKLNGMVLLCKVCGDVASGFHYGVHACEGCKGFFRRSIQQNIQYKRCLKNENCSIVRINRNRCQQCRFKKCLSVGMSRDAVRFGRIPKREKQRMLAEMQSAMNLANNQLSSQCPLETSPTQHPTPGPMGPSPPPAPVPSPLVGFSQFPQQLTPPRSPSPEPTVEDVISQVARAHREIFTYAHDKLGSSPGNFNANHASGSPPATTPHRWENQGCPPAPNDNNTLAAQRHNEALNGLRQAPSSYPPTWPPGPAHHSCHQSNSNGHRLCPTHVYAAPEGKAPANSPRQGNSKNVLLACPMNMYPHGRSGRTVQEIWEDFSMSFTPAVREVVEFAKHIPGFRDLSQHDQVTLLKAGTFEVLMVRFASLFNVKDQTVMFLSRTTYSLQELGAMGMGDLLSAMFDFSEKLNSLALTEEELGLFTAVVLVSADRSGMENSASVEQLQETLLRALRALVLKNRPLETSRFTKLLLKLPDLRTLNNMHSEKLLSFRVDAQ
* hit, by the source's call; i = inactive; x = no result given.

SMILES	DAX1 inh-1	DAX1 inh-2	hgDAF12 agonist	ssDAF12 agonist	MBD2 inh	ADAM17 inh	hcDAF12 agonist	PLCg1 inh	SMARCA2 act	PLCb3 inh	NR1D1 modulator
O=C(CCc1ccc(O)cc1)NN=Cc1ccc2c(c1)OCO2	-1.3	0.5	-2.9	-0.8	-2	0	-0.3	1	2	0	-1
O=C(NCC(=O)N(Cc1ccccc1)C(C(=O)NC1CCCC1)c1cccnc1)c1ccco1 (stereo not drawn)	0.7	-0.1	1.6	-0.5	3	-3	-0.3	0	0	2	7
O=C1NC(=S)NC1=Cc1ccccc1O	0.9	-0.2	-2.9	-1.4	-15	2	-0.6	-99	-3	-146	8
O=C(NCCN1CCCC1)c1ccc(CS(=O)(=O)c2c(Cl)cccc2Cl)o1	2.1	-0.6	-1.1	-1.7	5	-2	1.4	-1	0	-2	2
Cc1cccc(N=Nc2c(C)c(C#N)c(O)[nH]c2=O)c1	0.7	0.0	-2.2	-0.7	-4	-1	0.2	-3	2	1	1
Cc1ccc(CCNC(=O)C2CC(c3ccc(C(F)(F)F)cc3)=NO2)cc1 (stereo not drawn)	1.3	0.1	1.7	-1.3	3	-6	-0.4	0	2	-2	-2
COc1ccc(C(O)c2nc(-c3ccccc3)cs2)cc1 (stereo not drawn)	x	0.2	0.1	-1.8	-2	2	-0.5	0	-2	2	-4
N/C(=N\OC(=O)c1ccc(Br)cc1)c1ccncc1	-0.5	0.3	1.6	-1.0	-5	0	0.4	2	4	2	-2
O=c1[nH]cc(S(=O)(=O)N2CCOCC2)c(=O)[nH]1	-0.6	1.6	-0.8	-1.4	-1	-2	-1.1	-1	-1	-5	1
CCCn1nnnc1NCc1c(F)cccc1Cl	2.2	0.0	-1.1	-1.3	5	0	-0.4	2	2	3	0

Continued; the last four above are carried over.
SMILES	DAX1 inh-1	DAX1 inh-2	hgDAF12 agonist	ssDAF12 agonist	MBD2 inh	ADAM17 inh	hcDAF12 agonist	PLCg1 inh	SMARCA2 act	PLCb3 inh	NR1D1 modulator
COc1ccc(C(O)c2nc(-c3ccccc3)cs2)cc1 (stereo not drawn)	x	0.2	0.1	-1.8	-2	2	-0.5	0	-2	2	-4
N/C(=N\OC(=O)c1ccc(Br)cc1)c1ccncc1	-0.5	0.3	1.6	-1.0	-5	0	0.4	2	4	2	-2
O=c1[nH]cc(S(=O)(=O)N2CCOCC2)c(=O)[nH]1	-0.6	1.6	-0.8	-1.4	-1	-2	-1.1	-1	-1	-5	1
CCCn1nnnc1NCc1c(F)cccc1Cl	2.2	0.0	-1.1	-1.3	5	0	-0.4	2	2	3	0
Cc1ccc(S(=O)(=O)N2CCOCC2)cc1NC(=O)COC(=O)c1ccc(Br)o1	-0.2	1.8	-2.6	-0.8	-3	-4	-0.1	-2	-3	-5	8
COCc1nnc(NC(=O)C(C)C)s1	0.5	-0.6	0.2	-1.1	-5	-5	-0.6	0	1	0	1
CCN(CC)Cc1c(C(=O)OC)nnn1-c1nonc1N	0.1	0.7	-3.5	-1.6	-2	3	0.7	4	-3	-1	2
Cc1ccc(C(=O)NC2CC(C)(C)NC(C)(C)C2)cc1	-0.3	0.0	-1.4	-1.2	9	-4	-0.9	2	2	-5	0
Cc1c(C(=O)N/N=C/c2ccncc2)no[n+]1[O-]	0.3	-0.3	-0.3	-0.8	6	-8	0.0	1	-4	-8	x
Cc1cc(C)n2cc(CSc3nnc(-c4ccccc4)o3)nc2n1	0.8	-0.5	1.9	-0.3	-4	-9	0.0	-20	0	-29	2
O=C(Cn1ncc2c(=O)oc3ccccc3c21)N1CCCN(Cc2ccccc2F)C1	-0.5	-0.1	-0.3	-1.3	-3	-2	-1.1	-2	1	2	-4
O=C(NCc1ccccc1)c1cccc(S(=O)(=O)N2CCOCC2)c1	-0.6	0.1	-0.5	-1.0	1	-5	-2.2	-1	0	-1	-6
O=C(COC(=O)C1CC1)Nc1c(Cl)cccc1C(F)(F)F	-1.0	0.4	-2.1	-0.1	-4	-5	-0.5	2	-1	-1	-7
COc1ccc2[nH]c(C)c(-c3csc(N)n3)c2c1	0.2	-0.5	-1.4	0.0	-1	0	0.0	-9	-4	-16	2
Cc1cc(-c2n[nH]c(=S)n2N=Cc2cccc(OCc3ccccc3)c2)n[nH]1	x	1.9	2.9	-1.3	3	1	0.0	2	-3	3	0
CCC(c1nnnn1C(C)(C)CC)N(CCCO)Cc1cc2cc(C)cc(C)c2[nH]c1=O (stereo not drawn)	0.0	0.4	-1.8	-0.4	-2	-9	0.3	-81	7	-93	-5
O=C(NCC(=O)N1CCC2(CC1)NCCc1[nH]cnc12)c1cccc(Cl)c1	0.6	0.1	0.9	-0.9	1	-4	-0.8	1	-2	-6	-8
COc1cccc(C(=O)Nc2ccc(S(=O)(=O)Nc3cc(C)nc(C)n3)cc2)c1	-0.7	-0.5	2.0	-1.1	3	-6	0.2	0	-5	-8	2
CN(C)c1ccc(/C=C/c2cccc[n+]2[O-])cc1	x	0.8	4.8	-0.9	-4	3	6.3*	i	1	i	4
Cc1cccc(S(=O)(=O)NCCc2ccccc2)c1	3.8	-0.5	-3.3	-0.9	3	-7	-1.7	3	-4	-8	x
CC(=O)Nc1ccc(NC(=O)CSc2ccc3nnc(CCNC(=O)c4ccccc4)n3n2)cc1	-1.8	-0.2	0.3	-0.4	1	-4	2.6	2	-2	1	-1
CCCCNC(=O)CSc1nc2ccccc2n1S(=O)(=O)c1ccc(Br)cc1	0.2	0.4	1.6	-1.0	8	-2	-2.1	0	-1	1	4
COCCNC(=O)C1CCC(CNS(=O)(=O)c2ccc3c(c2)CC(C)N3C(=O)C2CC2)CC1 (stereo not drawn)	-0.1	0.8	-0.5	-1.3	4	0	-0.5	8	-4	-11	4
CC(=O)c1ccc([N+](=O)[O-])cc1	1.2	0.5	3.2	-0.8	-3	0	0.3	2	-3	4	7
CC(=O)c1cc(F)c(N2CCN(C(=O)Cc3ccccc3)CC2)cc1C	0.2	-1.1	-1.2	-1.4	5	-4	-3.2	1	-1	-2	-5
C=C(C)Cc1c(C)c(C#N)c2nc3ccccc3n2c1NCCCN(C)C	x	0.3	-1.5	-0.7	-9	-34	1.4	-132	-1	-195	0
Cc1ccccc1NC(=O)CSc1nccn1Cc1ccco1	1.5	0.5	1.8	-1.2	2	-5	-1.8	2	0	3	1
Cc1ccc(NC(=O)CCNC(=O)c2ccc([N+](=O)[O-])cc2)cc1C	0.2	-0.8	-1.7	-0.9	-3	3	-1.9	4	-1	-3	6
O=C(Nc1ccc(C(=O)N2CCOCC2)cc1)c1cc(-c2cccnc2)nc2ccc(Br)cc12	-1.0	-1.4	1.6	-1.4	-3	-1	-0.3	1	4	-6	9
O=C(CSc1nccc(-c2cccs2)n1)Nc1cccc(Cl)c1	x	-0.4	-2.1	-1.7	-2	1	-1.0	-2	-3	-7	2
CN(C(=O)COC(=O)c1cc(-c2ccco2)nc2ccccc12)C1CCS(=O)(=O)C1 (stereo not drawn)	-0.5	-0.1	4.1	-1.0	18*	1	1.6	-30	2	-55	-34
CC(C)(C)NC(=O)C(c1ccc(F)cc1)N(Cc1ccccc1Cl)C(=O)c1ccn[nH]1 (stereo not drawn)	0.7	0.5	-4.2	-0.9	-3	3	-0.8	0	-3	4	-1
COc1ccc(OC)c(/C=N/NC(=O)c2ccc(N(C)S(=O)(=O)c3ccccc3)cc2)c1	-0.8	-0.5	0.4	-1.4	5	-20	-0.9	-87	-1	-88	4
CCCN=C1CC(C)(C)CC(=O)/C1=C(/O)CCC	1.6	0.2	2.6	-0.3	2	-1	-0.3	-1	0	3	3
Cc1cc(C(=O)CSc2nc(N)cc(N)n2)c(C)n1C1CC1	0.6	-0.7	2.6	-0.7	4	-1	1.4	-9	2	-9	-2
CC(Oc1cc2oc(=O)c3c(c2cc1Cl)CCC3)C(=O)NCCCN1CCOCC1 (stereo not drawn)	0.4	0.7	-1.0	-0.5	-4	-25	-2.7	-5	0	-14	6
CCOC(=O)[C@@]12CN(C(=O)OC(C)(C)C)CC=C1N(Cc1ccc(OC)cc1)C(=O)[C@H]2CC(=O)N1CCN(C(=O)C2CC2)CC1	x	0.2	-1.5	0.2	-6	1	0.2	5	4	9	1
CN(C)c1oc(-c2ccccc2)nc1C#N	1.2	-1.0	0.6	-1.2	-11	i	-0.8	-153	-3	-230	2
CCc1ccc(NC(=O)C(=S)NC2CCCCC2)cc1	2.0	1.1	8.0	-0.7	-5	-2	1.8	0	4	-3	2
O=C(Nc1ccc2c(c1)Cc1ccccc1-2)c1ccco1	3.1	5.6*	17*	0.2	0	-4	6.3*	-8	3	-15	5
CC(C)(C)NCc1cccn1-c1sc2c(c1C#N)CCCC2	0.3	-0.2	-0.6	-1.4	8	-5	-1.5	0	1	1	0
O=C(NCc1ccco1)C1CCCN1S(=O)(=O)c1ccccc1C(F)(F)F (stereo not drawn)	-0.4	0.2	-2.3	-1.1	6	-7	-2.4	-1	1	-9	-1
O=C(COC(=O)C1CC(=O)N(c2ccccc2)C1)c1ccccc1 (stereo not drawn)	1.9	0.2	3.1	-0.6	-2	1	0.4	-1	0	2	-2
Cc1ccccc1OCC(=O)N/N=C1\CCOc2c(C)cccc21	0.3	0.8	0.5	-1.1	3	-7	-0.7	-5	-1	-5	4
O=C(CSCc1ccccc1)Nc1ccc(S(=O)(=O)Nc2ncccn2)cc1	-1.9	-0.1	-0.4	-0.9	4	-2	-0.9	-1	0	-5	2
COc1ccc(CNC(=S)Nc2cc(C)ccc2C)cc1	0.9	-0.5	-1.6	-1.2	-1	0	0.1	0	1	3	3
COc1cc(C(=O)NNC(=O)c2n[nH]c3ccccc23)cc(OC)c1OC	-0.4	-2.2	0.1	-1.3	2	-4	-1.1	4	-3	-6	1
CCOC(=O)C1(CCCc2ccccc2)CCN(C(=O)C2CCCO2)CC1 (stereo not drawn)	1.2	-0.4	-1.5	-1.6	2	-5	-1.9	-1	-1	-3	-1
COc1cc(NC(C)=O)ccc1NC(=O)c1cc2ccccc2o1	1.7	0.6	3.9	-1.1	-3	-3	1.0	-2	2	0	-2
O=c1[nH]cnc2scc(C3COc4ccccc4O3)c12 (stereo not drawn)	-0.3	-0.7	-0.1	-1.4	1	-3	1.2	0	1	-2	0
Cc1nc(-c2ccc(Cl)cc2)sc1C(=O)NN	-0.9	-0.3	-1.0	-0.8	-1	0	-1.3	-1	-3	-10	-3
CSc1ccccc1-n1nnnc1SCC(=O)NCc1cccs1	-0.2	-0.5	1.0	-1.2	0	-1	-1.9	0	0	1	1
O=C(CCn1c(=O)oc2ccccc21)NCCC1=CCCCC1	-0.9	1.1	2.4	-2.2	-5	1	-1.2	1	4	-4	0
COc1cccc(NC(=O)CSc2ncnc3c2oc2ccccc23)c1	1.1	0.0	0.0	-1.4	1	-1	-1.4	0	-4	0	685*
O=C1c2ccccc2-c2ccc(C(=O)N3CCCCC3)cc21	0.3	1.5	2.7	-1.6	-5	-1	-0.2	4	6	-1	-3
CCCCC(CC)CN1C(=O)/C(=C/c2ccncc2)SC1=S (stereo not drawn)	-0.1	0.3	-0.5	-1.2	1	-1	0.3	3	0	1	-1

From PubChem BioAssay
